# PMI act = activators of human PMI, primary screen, biochemical, fluorescence intensity, near-Km mannose 6-phosphate; activation factor at 20 µM; actives 0.005% (n = 190,000); purified human PMI, coupled resazurin fluorescence, 20 min; active compounds read high; 1 = vehicle control, 0 substrate-free wells; Mannose-6-phosphate isomerase (Homo sapiens), P34949;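 active = activation factor of 2 or more at 20 µM, relative to plate controls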
# Target sequence (P34949 whole entry, looked up): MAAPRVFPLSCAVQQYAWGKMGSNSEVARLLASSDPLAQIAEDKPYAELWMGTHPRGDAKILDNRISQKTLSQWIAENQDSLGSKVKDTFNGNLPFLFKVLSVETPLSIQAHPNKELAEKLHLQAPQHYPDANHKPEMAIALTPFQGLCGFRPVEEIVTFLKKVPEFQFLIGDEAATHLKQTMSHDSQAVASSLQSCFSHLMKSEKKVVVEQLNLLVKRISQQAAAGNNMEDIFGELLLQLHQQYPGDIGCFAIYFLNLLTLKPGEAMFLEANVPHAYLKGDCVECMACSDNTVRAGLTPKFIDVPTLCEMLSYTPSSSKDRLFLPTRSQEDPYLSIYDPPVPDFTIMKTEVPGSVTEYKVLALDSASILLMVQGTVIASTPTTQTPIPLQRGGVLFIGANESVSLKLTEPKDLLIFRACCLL
# G6PDH counter = L. mesenteroides G6PDH inhibitors, counter-screen for G6PDH-coupled screening assays, biochemical, Leuconostoc mesenteroides enzyme; inhibition, % at 5 µM; actives 0.12% (n = 200,000); glucose-6-phosphate dehydrogenase [Leuconostoc mesenteroides]; Purified L. mesenteroides G6PDH, diaphorase/resazurin coupled fluorescence, 45 min; in the data active = inhibition above about 50%
# Diaph inh CS = diaphorase inhibitors and chemical oxidizers, primary screen, counter-screen for diaphorase-coupled primary assays, biochemical, uHTS, resorufin fluorescence. actives 0.69% (n = 190,000). inhibition, % at 20 µM. diaphorase resazurin-to-resorufin fluorescence, NADH, 16 min; bacterial (C. kluyveri) enzyme, not human;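 active = primary screen inhibition at 20 µM above a set limit, cut at about 50% in these data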;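 also: plate controls were DMSO with full reaction for no effect and wells lacking NADH for full effect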
#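 material = Clostridium kluyveri diaphorase enzyme | amount = 0.14 U/mL diaphorase, enzyme working solution | schedule = incubation 16 min, room temperature | detection = fluorescence of resorufin formed from resazurin, Ex 544/Em 590 nm | benchmarks = positive control minus NADH, DMSO neutral control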
# SRC2 TRFRET art = TR-FRET signal artefacts, primary screen, artefact control for PPARgamma SRC-2 agonist project, biochemical. TR-FRET artefact counter-screen; active compounds read high. TR-FRET ratio at 8 µM. actives 0.4% (n = 200,000); in the data active = TR-FRET ratio above about 2000; also: inactives centre near 1500
# PPARg SRC-3 ag = PPARgamma agonists recruiting SRC-3 coactivator, primary screen, biochemical. actives 0.26% (n = 200,000). AID 731, 2007. activation, % at 8 µM. biochemical PPARgamma/SRC-3 coactivator recruitment assay. Peroxisome proliferator-activated receptor gamma (Homo sapiens), P37231; in the data active = activation above about 23%;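 also: 0% = DMSO and 100% = reference agonist; some compounds past the cut are filed as inactive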
# PMI act satM6P = human PMI activators, high substrate, primary screen, biochemical, fluorescence intensity, near-saturating mannose 6-phosphate. activation factor at 20 µM. actives 0.34% (n = 190,000). coupled PMI enzyme assay, resazurin fluorescence, 20 min; active compounds read high; 1 = untreated enzyme, 0 = substrate-free blank;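 active = activation factor of 2 or more at 20 µM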
#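 Material: human phosphomannose isomerase with PGI, G6PDH, diaphorase coupling enzymes / Reagent: Man-6-P substrate 1.0 mM / Dosing: single compound dose of 20 µM, 1% DMSO final / Incubation: enzyme reaction with compound 20 min at room temperature / Signal: resorufin fluorescence (Ex 544/Em 590 nm) from resazurin via diaphorase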
# PPARg SRC1 recr = PPARgamma agonists recruiting SRC-1 coactivator, primary screen, biochemical; AID 631, 2007; actives 0.41% (n = 200,000); activation, % at 8 µM; PPARgamma-SRC-1 coactivator recruitment biochemical assay; Peroxisome proliferator-activated receptor gamma (Homo sapiens), P37231; in the data active = activation above about 19%;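 also: 0% = DMSO and 100% = reference agonist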
# ROMK mod = ROMK potassium channel modulators, primary screen, cell-based, thallium flux, MLSMR library; ATP-sensitive inward rectifier potassium channel 1 (Homo sapiens), P48048; Tet-inducible ROMK, thallium flux fluorescence; actives lie on both sides; B-score at 10 µM; actives 2% (n = 130,000); AID 1918, 2009;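 active = signal ratio slope over the read window, or its plate-corrected B-score, at least 3 SD from the plate mean, either direction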;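 also: B-score of the F/F0 ratio slope over 7 to 12 s after thallium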
# PPARg SRC2 recr = agonists of PPARg-SRC-2 recruitment, primary screen, biochemical, HTS. activation, % at 8 µM. Peroxisome proliferator-activated receptor gamma (Homo sapiens), P37231. PPARgamma LBD-SRC-2 recruitment. actives 0.34% (n = 200,000). AID 1032, 2008; in the data active = activation above about 22%;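 also: 0% = vehicle and 100% = reference agonist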
# Diaphorase act = compounds boosting diaphorase resazurin reduction – biochemical, uHTS, resorufin fluorescence, counter-screen for diaphorase-coupled primary assays, primary screen; Diaphorase/resazurin coupled assay, 16 min; active compounds read high; 1 = vehicle wells, 0 = NADH-free wells; activation factor at 20 µM; actives 0.005% (n = 190,000); AID 1229, 2008;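 active = diaphorase activity raised at least twofold by the compound at 20 µM; inactive = activation factor below 2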
#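 Material: purified diaphorase enzyme from Clostridium kluyveri / Medium: HEPES pH 7.4 buffer with MgCl2 and Tween 20 / Schedule: enzyme reaction of 16 min at room temperature / Measured by: resorufin fluorescence, excitation 544 nm, emission 590 nm / Evaluation: rise in resorufin formation, marking diaphorase activation or chemical reduction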
# S1P3 antag = S1P3 receptor antagonists, primary screen, cell-based | actives 0.27% (n = 170,000) | AID 485, 2006 | CHO S1P3 NFAT-BLA reporter, FRET fluorescence, antagonist mode | Sphingosine 1-phosphate receptor 3 (Homo sapiens), Q99500 | inhibition, % at 4.98 µM;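 active = inhibition above the plate cutoff, the mean inhibition of test wells on that plate plus 3 SD, cut at about 28% in these data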;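 also: cells challenged with S1P at its EC80 of 0.8 µM; blue over green emission ratio from cleaved BLA substrate after 4 h stimulation; 0% = S1P-stimulated wells and 100% = unstimulated DMSO-only wells; some compounds past the cut are filed as inactive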
# Target sequence (Q99500 whole entry, looked up): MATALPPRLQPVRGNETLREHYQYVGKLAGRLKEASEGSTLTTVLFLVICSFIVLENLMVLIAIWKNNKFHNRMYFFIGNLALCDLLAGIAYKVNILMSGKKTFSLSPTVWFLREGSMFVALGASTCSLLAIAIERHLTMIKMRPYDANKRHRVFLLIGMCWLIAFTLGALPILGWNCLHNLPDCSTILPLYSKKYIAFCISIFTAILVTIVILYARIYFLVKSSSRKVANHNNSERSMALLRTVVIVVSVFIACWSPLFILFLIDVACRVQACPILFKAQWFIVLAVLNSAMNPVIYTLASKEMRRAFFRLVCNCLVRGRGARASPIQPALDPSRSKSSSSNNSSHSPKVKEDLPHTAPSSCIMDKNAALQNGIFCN
# Numbers without * were called inactive; / = not tested or not shown. Compounds were not picked by outcome; any-hit rate near 3.3%.
SMILES	PMI act	G6PDH counter	Diaph inh CS	SRC2 TRFRET art	PPARg SRC-3 ag	PMI act satM6P	PPARg SRC1 recr	ROMK mod	PPARg SRC2 recr	Diaphorase act	S1P3 antag
CCOc1ccccc1OCC(O)CNC (stereo not given)	0.9	2	4	1576	3	1	-7	/	-1	1	31
COCc1[nH]nc2c1C(c1ccccc1Cl)C(C#N)=C(N)O2 (stereo not given)	0.9	-10	13	1379	-10	0.8	1	/	0	0.9	/
CCOc1ccc(OCc2ccc(C(=O)OCc3ccccn3)o2)cc1	1.1	0	-3	1491	0	1	-1	/	-2	1	2
O=C(NN1CCOCC1)c1cc(-c2cccs2)nc2ccccc12	1.2	5	6	1437	0	1.1	8	-0.059	2	0.9	-22
COC(=O)c1nc(NC(=O)c2ccccc2)n[nH]1	1	2	4	1481	0	1	-1	/	4	1	/
CC(C)c1ccc(/C=C/C(=O)Nc2nc3ccc([N+](=O)[O-])cc3s2)cc1	1	4	11	1381	2	1	3	/	0	0.9	/
CC(=O)Nc1nc2n(n1)C(c1ccc(Cl)cc1)C=C(C)N2 (stereo not given)	1	0	18	1590	-6	1.2	-3	/	6	0.8	-57
O=C1C2CC=CCC2C(=O)N1Cc1ccccc1Cl (stereo not given)	1	0	12	1601	-3	0.9	4	-0.35	-5	0.9	-5
CC(=O)Nc1c(C)cc(S(C)(=O)=O)cc1C	1	1	13	1528	0	0.9	-6	-0.6	1	0.9	-11
CC(=O)Nc1ccc(NC(=O)C/C(C)=N/NC(N)=S)cc1	1	7	0	1450	-2	1	-5	0.01	-8	1	-18
CCCc1cc(=O)[nH]c(NCc2ccc(Cl)cc2)n1	0.9	-17	11	1474	-4	0.9	-1	/	11	0.9	-4
CCOc1ccccc1-c1cc(-c2ccc(OC)cc2)nc2c1c(=O)n(C)c(=O)n2C	0.9	3	8	/	/	0.9	/	/	/	0.9	7
CCN(CC)c1ccc(NC(=O)C2CCCN(S(=O)(=O)c3cccnc3)C2)c(C)c1 (stereo not given)	1	2	8	1558	17	0.9	13	/	3	0.9	-24
N#C/C(=C/c1cn(CC(=O)O)c2ccccc12)C(=O)NCc1ccccc1	1.1	5	-8	1582	1	0.9	-7	0.23	0	1.1	-31
Clc1ccc2c(c1)CNc1c(ncnc1N1CCOCC1)O2	1	4	-2	1456	-16	0.8	3	/	-3	1	15
COc1ccccc1OCCNC(=O)c1cc(SC)ccc1Cl	0.9	13	4	1672	5	1.1	9	1	13	1	-13
C=CCNC(=O)NC(=O)COC(=O)/C(C#N)=C/c1cc(C)n(CC(C)C)c1C	1	5	13	1757	10	1	-1	0.29	6	0.9	/
COCCCn1c(=S)[nH]c2c(sc3ccccc32)c1=O	1.3	4	64*	1903	9	1.4	11	5.3*	10	0.4	-5
Cc1[nH]c2ccccc2c1C(=O)COC(=O)c1c(-c2ccccc2)noc1C	0.9	13	4	1597	4	1	9	0.085	4	1	-4
CN1CCN(C(c2cccs2)c2nnnn2Cc2ccc(F)cc2)CC1 (stereo not given)	1	20	30	1306	4	1	-13	0.15	-14	0.7	-2
O=P(O)(CP(=O)(c1ccccc1)c1ccccc1)c1ccccc1	1	2	16	1426	6	0.9	0	2.4	-5	0.8	2
Cc1c(C(=O)c2ccc(Cl)cc2[N+](=O)[O-])c2ccccn2c1CCC#N	0.6	-1	64*	1486	-8	0.5	-4	-0.014	-6	0.4	-6
COC(=O)c1cc(S(=O)(=O)n2nc(C)cc2C)c(Cl)cc1Cl	1	1	0	/	/	1	/	/	/	1	14
Cc1ccc(Nc2nc(-c3ccc(O)cc3O)cs2)nc1	0.8	32	22	1435	6	0.6	5	1	4	0.8	-5
CCC(=O)Nc1cc2nn(-c3ccc(C)cc3)nc2cc1C	1	0	-9	1539	1	1	3	0.00081	2	1.1	-8
COc1ccc(S(=O)(=O)N(CCc2ccccc2)CC(=O)N2CCOCC2)cc1	1.1	9	9	1478	2	1	-8	-0.61	-6	0.9	/
CC(C)CNC(=O)/C=C/c1cccs1	0.9	-2	2	1692	5	1	2	/	8	1	-20
CC(NC(=O)Cc1ccccc1)c1nc2ccccc2[nH]1 (stereo not given)	1.1	-8	-6	1680	7	1.1	12	/	7	1.1	6
CCCc1c(O)nc(SCC(=O)NCc2ccco2)[nH]c1=O	1	-3	9	1444	-3	0.9	1	0.23	0	0.9	-8
COc1cc(NS(=O)(=O)c2ccc(F)cc2)c(OC)cc1NC(=O)C1CC1	0.9	8	20	1498	4	0.6	9	-1.6	9	0.8	/
CC(C)c1ccc(/C=C/C(=O)N2CCc3ccccc3C2)cc1	0.8	-10	11	1632	-5	0.9	-6	/	-2	0.9	-5
COCCOC(=O)C1=C(C)NC(=O)NC1c1c(Cl)nc2ccccn2c1=O (stereo not given)	0.9	8	19	1566	2	0.9	0	/	-3	0.8	-5
O=C(N/N=C/c1ccccn1)c1cccc(S(=O)(=O)Nc2ccccc2Cl)c1	1.2	12	12	1615	3	1.2	1	-0.84	10	0.9	2
Cc1cccn2c(=O)c(/C=C3\SC(=S)N(CC(C)C)C3=O)c(NCCCOC(C)C)nc12	0.9	2	12	1590	16	0.9	9	/	3	0.9	/
Cc1nn(-c2ccccc2)c(C)c1/C=N/NC(=O)c1cc(-c2cccc3ccccc23)n[nH]1	0.9	-87	27	1723	7	0.9	0	/	-5	0.7	4
COc1ccc2nc(SCC(=O)NC(C)C)[nH]c2c1	0.9	-11	9	1304	-11	1	4	/	-6	0.9	-9

# As a working copy, some entries already given:
SMILES	PMI act	G6PDH counter	Diaph inh CS	SRC2 TRFRET art	PPARg SRC-3 ag	PMI act satM6P	PPARg SRC1 recr	ROMK mod	PPARg SRC2 recr	Diaphorase act	S1P3 antag
CCCc1c(O)nc(SCC(=O)NCc2ccco2)[nH]c1=O	1	-3	9	1444	-3	0.9	1	0.23	0	0.9	-8
COc1cc(NS(=O)(=O)c2ccc(F)cc2)c(OC)cc1NC(=O)C1CC1	0.9	8	20	1498	4	0.6	9	-1.6	9	0.8	/
CC(C)c1ccc(/C=C/C(=O)N2CCc3ccccc3C2)cc1	0.8	-10	11	1632	-5	0.9	-6	/	-2	0.9	-5
COCCOC(=O)C1=C(C)NC(=O)NC1c1c(Cl)nc2ccccn2c1=O (stereo not given)	0.9	8	19	1566	2	0.9	0	/	-3	0.8	-5
O=C(N/N=C/c1ccccn1)c1cccc(S(=O)(=O)Nc2ccccc2Cl)c1	1.2	12	12	1615	3	1.2	1	-0.84	10	0.9	2
Cc1cccn2c(=O)c(/C=C3\SC(=S)N(CC(C)C)C3=O)c(NCCCOC(C)C)nc12	0.9	2	12	1590	16	0.9	9	/	3	0.9	/
Cc1nn(-c2ccccc2)c(C)c1/C=N/NC(=O)c1cc(-c2cccc3ccccc23)n[nH]1	0.9	-87	27	1723	7	0.9	0	/	-5	0.7	4
COc1ccc2nc(SCC(=O)NC(C)C)[nH]c2c1	0.9	-11	9	1304	-11	1	4	/	-6	0.9	-9

# Next structures.
SMILES	PMI act	G6PDH counter	Diaph inh CS	SRC2 TRFRET art	PPARg SRC-3 ag	PMI act satM6P	PPARg SRC1 recr	ROMK mod	PPARg SRC2 recr	Diaphorase act	S1P3 antag
CCc1n(CC(O)COCC2CC=CCC2)c2ccccc2[n+]1C (stereo not given)	0.8	11	11	1363	5	0.7	-1	0.0012	1	0.9	4
N=C(N)CCCOc1ccccc1-c1ccccc1	1	8	12	1558	6	0.8	-2	-0.9	3	0.9	7
CCOC(=O)Cn1nnnc1C	1.2	7	-4	1484	0	1.2	-5	/	-10	1	-17
CC(=O)C1=C(C)NC(SCC(=O)Nc2nccs2)=C(C#N)C1c1ccccc1Cl (stereo not given)	0.9	13	18	1735	7	0.9	6	-2.4	5	0.8	3
CCOc1ccc(S(=O)(=O)N(CC(=O)N/N=C/c2cccs2)c2ccc(C)cc2)cc1	0.8	-19	16	1635	8	0.8	8	/	3	0.8	/
CCCCN(C)CCCNC(=O)c1cn(CC)c2ccc(S(=O)(=O)N3CCc4ccccc4C3)cc2c1=O	0.9	3	15	1658	3	0.8	4	-1.9	4	0.8	-13
O=C(CN1CCSC1=NCc1ccccc1)c1ccccc1	1.1	-3	9	1503	0	1.1	1	-1.4	2	0.9	7
CCOC(=O)Cc1c(C)nc2c(-c3ccc(Cl)cc3)cnn2c1C	0.9	11	26	1565	3	0.9	4	-0.21	7	0.7	-12
CC(/C=N/n1cnnc1)=C\c1ccccc1	0.9	12	7	1592	13	0.9	6	-0.43	-1	0.9	/
Cc1cnc([N+](=O)[O-])n1CCOC(=O)NC(=O)c1c(F)cccc1F	1	0	11	1510	2	1	8	0.64	8	0.9	6
S=C1NCCOCCOCCNC(=S)N2CCOCCOCCN1CCOCCOCC2	1.1	-5	22	1591	3	0.9	-6	-0.94	5	0.8	0
COC(=O)c1ccc(NC(=S)Nc2ccc(O)cc2)cc1	1	3	1	1580	5	1	6	0.44	3	1	-32
Cc1cc(OCC(=O)NCCCN2CCOCC2)cc(C)c1Cl	/	/	/	1489	13	/	-2	-0.3	-2	/	-4
COc1ccccc1-n1c(SCC(=O)N2CCOCC2)nc2cccnc21	1	14	-7	1580	1	1	6	-0.12	3	1.1	-7
CCCN1C(=O)/C(=C/c2ccc(N3CCOCC3)cc2)NC1=S	1	3	16	1749	5	0.9	9	-2.6	8	0.8	1

# Compound activity (PubChem BioAssay)
